# KDM5B inh: inhibitors of human KDM5B histone demethylase | Potency, µM (series often up to 57.7 µM), for inactives: top-dose activity change, negative = inhibition, actives largely listed as inhibitors | AID 1347165 | Q9UGL1 | KDM5B demethylase, FDH-coupled NADH fluorescence (FDH is formaldehyde dehydrogenase) | 2.6% of 220,000 active; active = well fitted inhibition curve with a large enough effect; inconclusive = small, poorly fitted or top-dose-only effect; inactive = no such curve, though single readings can be large or run the other way; note: 0% is about no effect; nearly all actives have a fitted effect of over 70% in size
#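 Measured: NADH fluorescence change, 30 min, RT. System: KDM5BΔAP 200 nM final, H3K4me3 peptide, α-KG, Fe(II), ascorbate, NAD⁺ plus FDH, pH 7.5 HEPES. Compounds: titrated, 10 min pre-incubation with enzyme.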
# * = called active by the depositor; ? = inconclusive; & = joins results of further samples; [ ] = remark or other dose. Potency is the fitted concentration of half-maximal effect.
# Sample of the layout:
SMILES,KDM5B inh
COC(=O)c1oc2c(c1C)C(=O)CCC2,7.7%
C[C@@H](O)CNc1nccc(C2(c3ccccc3Cl)CCNCC2)n1,?
COCCN1C(=O)[C@@H]2C[C@@H](CN2Cc2ccc(OC)nc2)Oc2ccccc21,-10.9%[86.2 µM]
COCc1nncn1C1CCN(S(=O)(=O)c2ccc(Cl)cc2C)CC1,9.9%
O=C([C@@H]1C[C@H](F)CN1S(=O)(=O)c1ccc(Cl)cc1)N1CCCCC1,-19.6%
CC(C)NC(=O)N(Cc1ccccc1)Cc1cccs1,-1.4%
O=C(COCc1cc(-c2cccs2)on1)N1CCN(c2ccc(F)cc2)CC1,48.2%[activator]
COc1cc(C(=O)NCCc2sc(-c3ccc(C)cc3)nc2C)cc(OC)c1OC,?
Cc1c(F)cccc1NC(=O)C1CCN(C(=O)c2ncn3c2COC(c2ccc(F)cc2)C3)CC1 (stereo unspecified),19.3%
Cc1cc(C)c2c(c1)C(=O)CCC2,20.2%
O=C(Nc1cccc(Cl)c1)Nc1csc([N+](=O)[O-])c1,12.7%
COC(=O)C1=C(C)NC(=O)CC1C(=O)Nc1ccc(Cl)cc1 (stereo unspecified),-6.0%
O=C(Nc1ccc(F)c(Cl)c1)N1CCN2CCCCC2C1 (stereo unspecified),-11.5%
CC1=C[C@@H](CNC(=O)NC(C)C)[C@H](C(C)C)C[C@H]1CC(=O)NCc1ccccn1,-18.4%[86.2 µM]

# The list itself, repeating the preview:
SMILES,KDM5B inh
COC(=O)c1oc2c(c1C)C(=O)CCC2,7.7%
C[C@@H](O)CNc1nccc(C2(c3ccccc3Cl)CCNCC2)n1,?
COCCN1C(=O)[C@@H]2C[C@@H](CN2Cc2ccc(OC)nc2)Oc2ccccc21,-10.9%[86.2 µM]
COCc1nncn1C1CCN(S(=O)(=O)c2ccc(Cl)cc2C)CC1,9.9%
O=C([C@@H]1C[C@H](F)CN1S(=O)(=O)c1ccc(Cl)cc1)N1CCCCC1,-19.6%
CC(C)NC(=O)N(Cc1ccccc1)Cc1cccs1,-1.4%
O=C(COCc1cc(-c2cccs2)on1)N1CCN(c2ccc(F)cc2)CC1,48.2%[activator]
COc1cc(C(=O)NCCc2sc(-c3ccc(C)cc3)nc2C)cc(OC)c1OC,?
Cc1c(F)cccc1NC(=O)C1CCN(C(=O)c2ncn3c2COC(c2ccc(F)cc2)C3)CC1 (stereo unspecified),19.3%
Cc1cc(C)c2c(c1)C(=O)CCC2,20.2%
O=C(Nc1cccc(Cl)c1)Nc1csc([N+](=O)[O-])c1,12.7%
COC(=O)C1=C(C)NC(=O)CC1C(=O)Nc1ccc(Cl)cc1 (stereo unspecified),-6.0%
O=C(Nc1ccc(F)c(Cl)c1)N1CCN2CCCCC2C1 (stereo unspecified),-11.5%
CC1=C[C@@H](CNC(=O)NC(C)C)[C@H](C(C)C)C[C@H]1CC(=O)NCc1ccccn1,-18.4%[86.2 µM]
Cc1noc(C)c1CN1CCCC(c2nccn2Cc2ccccc2)C1 (stereo unspecified),-20.0%
Cc1ccc(CN2C(=O)NC3(CCN(C(=O)c4ccccn4)CC3)C2=O)cc1,-12.0%
CCn1c(=O)n(CC)c2cc(N3CCCCC3)c(NC(=O)Nc3cc(Cl)ccc3OC)cc21,?
COCC(=O)N[C@H]1C[C@@H](Cc2cc(CO)on2)C1(C)C,5.0%[115 µM]
CCC(C(=O)NCCCN(CC)CC)n1ncn2c(cc3occc32)c1=O (stereo unspecified),-9.4%
CCCc1nnc(C[C@@H]2C[C@@H](C(C)C)[C@H](CN3CCN(C(C)=O)CC3)C=C2C)o1,-37.3%[86.2 µM]
COc1ccccc1OCC(=O)OCC(=O)c1cc(Cl)ccc1Cl,-7.2%
O=C1CC2(CCN(Cc3ccc(C(F)(F)F)cc3F)C2)C(=O)N1 (stereo unspecified),20.3%
Cc1ccc(C(=O)N2CCC3(CC2)NC(=O)N(c2ccccc2)N3)cc1F,-18.2%
C[C@@H]1CN(C(=O)c2ccsc2)C[C@H]1c1nc(-c2ccncc2)no1,-8.0%
CC(C)Oc1ccc(CNC(=O)C2CCN(C(=O)N3CCOc4ccc(Cl)cc43)CC2)cc1,-8.5%
Clc1ccccc1CSCc1ccc(-c2nc(-c3ccncc3)no2)o1,15.4%
CC(NC(=O)C1=Cc2ccccc2OC1)c1ccccc1 (stereo unspecified),-9.5%
COc1ccc(-c2nc(Nc3ccc(F)c(F)c3F)sc2CCC(=O)O)cc1,-4.3%
Cc1ccc(CNC(=O)c2cc3sccc3n2Cc2ccc(F)cc2)cc1,-57.9%
COc1ccc(CN2CCNc3cnc(Nc4ccccc4)cc3C2)cc1O,39.8µM*
CCCCCCn1nc(C(=O)OCc2ccccc2)c2ccccc2c1=O,-18.1%
CSc1nc(Nc2ccc(C)cc2)c(C#N)c(-c2ccccc2)n1,-18.3%
O=C1NC2(CCN(CC3CCCCC3)CC2)Oc2ccccc21,5.7%[86.2 µM]
O=C(CC(Sc1n[nH]c(-c2ccc(F)cc2)n1)c1ccc(F)cc1)NCc1cccnc1 (stereo unspecified),11.4%
Cc1oc2ncn(CC(C)C)c(=O)c2c1C(=O)NC(C)c1ccccc1 (stereo unspecified),-24.8%
Clc1ccccc1CSc1ccnc(SCc2ccccc2Cl)n1,19.0%
COc1ccccc1Nc1ncc2c(n1)CCN(Cc1cc(F)cc(F)c1)C2,-12.4%
COCCN1CCCCC(CC(=O)Nc2ccc(C)c(F)c2)C1=O (stereo unspecified),-15.0%
CCNC(=O)[C@@H]1C[C@H](N)CN1C(=O)c1cnc(-c2cccnc2)nc1C,15.3%
COc1ccc(C(=O)NC2CCN(c3cc(C(F)(F)F)ncn3)CC2)cc1OC,6.4%
Cc1sc(N)c(C#N)c1-c1ccc(Cl)cc1Cl,-38.4%
CCOCCCNc1nc2c(c(=O)n(C)c(=O)n2C)n1Cc1ccc(Cl)cc1Cl,2.2%
C#CCNC(=O)C1CN(Cc2ccccc2)C(=O)N1 (stereo unspecified),6.9%[86.2 µM]
O=C(NC1CCCN(c2cc(-c3ccc(Cl)cc3)[nH]n2)C1)c1cccs1 (stereo unspecified),-32.5%
CC(C)NC(=O)N1CCOC[C@H]1c1ncc(-c2ccc(OC(F)(F)F)cc2)[nH]1,-24.4%[86.2 µM]
O=S(=O)(NCCc1ccccc1)c1cnc(Cl)c(Br)c1,-0.4%
COc1cc(C(=O)N2CCc3c(nc(C)nc3N(C)C)C2)cc(OC)c1OC,17.7%
O=C(Cn1c(-c2cccs2)cc2cc(Cl)ccc21)N1CCN(c2ccccc2)CC1,?
Cc1oc(-c2ccccc2)nc1CSc1nnc(C)n2c1cc1sccc12,?
CN(C)C[C@@H]1CN(c2ncccn2)C[C@H]1NC(=O)c1cccn1C,28.2µM*
# (listing goes on)
SMILES,KDM5B inh
CCCCn1c(N)c(N(CCOC)C(=O)C2CC(=O)N(c3ccc(CC)cc3)C2)c(=O)[nH]c1=O (stereo unspecified),23.8%
CCC(C)NC(=O)CCN(CC(C)C)C(=O)c1cc(C)oc1C (stereo unspecified),?
Cc1nn(-c2ccc(N3CCOCC3)nn2)c(C)c1CCC(=O)NCc1ccc(OC(C)C)cc1,7.3%
CC(C)(C)c1ccc(/C=C/C(=O)Nc2ccc(S(N)(=O)=O)cc2)cc1,350.6%[activator]
COc1cc2cc(C(=O)N[C@@H](C)C(=O)Nc3ncc(C)s3)n(C)c2c(OC)c1OC,-7.4%
COc1ccccc1CNC(=O)c1[nH]c(C)c(C(C)=O)c1C,13.3%
CCNc1cc(C)nc(Nc2ccc(NC(=O)c3cccc(Cl)c3)cc2)n1,?
Cc1ccc(-n2nc3n(c2=O)CCN(C(=O)c2ccc(Cl)cc2)C3)cc1,21.3%[115 µM]
COc1ccc(NC(=O)Cn2nnc(C(=O)NCCc3ccccc3)c2N)cc1,12.7%
O=C1CCN(S(=O)(=O)c2cccs2)CCCC(c2nc(-c3cccnc3)no2)CCN1 (stereo unspecified),-11.9%
N#Cc1ccc(OCCOC(=O)c2c(F)cccc2F)cc1,16.4%
COc1ccc(Cl)cc1NS(=O)(=O)c1cc(-c2n[nH]c(=O)c3c2CCCC3)ccc1C,18.1%
CCCCCCn1nc(C(=O)N(CCCC)c2c(N)n(CCC)c(=O)[nH]c2=O)c2ccccc2c1=O,-3.5%
CC(=O)c1ccccc1S(=O)(=O)NCC(=O)O,19.5%
O=C(c1c(F)cccc1F)N1CCCC2(C1)NC(=O)N(Cc1ccc(Cl)cc1)C2=O (stereo unspecified),12.9%
CC(C)c1nnc(C2CN(C(=O)CC3CCCC3)CC23CCOCC3)o1 (stereo unspecified),17.0%
COc1ccc(CNC2CCCC2)c(OC)c1OC,-14.0%
COc1ccccc1C(=O)N1CCCC(n2cc(-c3nc(-c4ccccc4)no3)nn2)C1 (stereo unspecified),11.8%
Cc1ccc(C2=NC3(CCN(C(=O)c4ccc(C)c(C)c4)CC3)ON2)cc1,-22.3%
CN1CCCN(C(=O)c2ccoc2)c2ccccc21,-1.7%
CN1[C@@H](CCC(=O)Nc2ccccc2)CNC(=O)[C@@H]2[C@H]1CCN2Cc1nc2ccccc2n1C,?
Cc1nc(N(C)C)ncc1C(=O)N[C@@H]1CCNC[C@H]1O,14.1µM*
COc1ccc(C(=O)N2CCOCC3(CN(Cc4ccccc4)C3)C2)c(OC)n1,8.8%[86.2 µM]
COc1cccc(C(=O)N2CCc3[nH]nc(C(=O)NC4CCN(C)CC4)c3C2)c1,-7.7%
COc1cccc(N2CCN(C(=O)c3ccc4c(Cl)c5c(nc4c3)CCCC5)CC2)c1,-17.9%
CN(c1ccc(C(=O)Nc2cccnc2)cc1)S(=O)(=O)c1ccccc1,-6.9%
CC(=O)N1CCc2c(sc3c2c(=O)n(CCc2ccccc2)c(=O)n3Cc2ccc(F)cc2)C1,88.0%[activator]
Cc1cc(C(=O)NCc2cccs2)c2c(C3CCNCC3)noc2n1,-13.9%[115 µM]
COc1ccc(C(=O)Nc2c(-c3ccccc3)nc3ccccn23)c(OC)c1,41.7%
COCC(=O)NC1CCC12CCN(S(=O)(=O)c1ccc(C#N)cc1)CC2 (stereo unspecified),-18.8%
CCn1cc(C(=O)N[C@@H](CCSC)C(=O)NCCOC)c(=O)c2cc3c(cc21)OCO3,?
O=C(Cc1c(F)cccc1Cl)NNC(=O)c1ccccc1Cl,13.3%
Cc1ccc(C)c([S+](=O)([O-])c2nnn3c2nc(NC2CC2)c2ccccc23)c1,79.4µM*
COCc1nc2nc(-c3ccccc3)c(Nc3ccc(F)c(OC)c3)cc2n1C,?
COc1ccc(CN(C(=O)c2ccccc2F)C2CCS(=O)(=O)C2)cc1 (stereo unspecified),-14.2%
CC(C)C(NS(=O)(=O)c1cccs1)C(=O)N1CCC(C(N)=O)CC1 (stereo unspecified),?
CCCN1CCN(C(=O)c2cc(CN(C)Cc3ccccc3)on2)CC1,-7.9%
Cn1c(=O)c2nc(Br)n(CCCC#N)c2n(C)c1=O,12.0%
CCN(CC)S(=O)(=O)c1ccc2c(c1)N(CC(=O)Nc1ccc(OC)cc1)C(=O)CS2,?
CN(C)C(=O)c1cccnc1OC1CCN(S(=O)(=O)Cc2ccccc2F)C1 (stereo unspecified),5.9%
CCCCc1cn(CC2CCN(C(=O)c3ccco3)CC2)nn1,-20.8%
CCC(CC)NC(=O)c1ccc(N(C)C)cc1,2.3%
C/C(=N\OCc1ccc(C#N)cc1)c1cc2ccccc2o1,-5.5%
Cc1nc(N2CCN(C(=O)c3c(F)cccc3Cl)CC2)cc(C(F)(F)F)n1,6.4%
O=C1CCCC2=C1C(c1ccc(C(F)(F)F)cc1)C1=C(N2)c2ccccc2C1=O (stereo unspecified),-6.3%
Cc1ccc(C#N)c(N2CCC3(CC2)CC(c2ccccc2)C(=O)N3C)n1 (stereo unspecified),28.2µM*
CC(Oc1ccc(Br)cc1)C(=O)N1CCN(c2ccccn2)CC1 (stereo unspecified),?
CCc1ccc(NC(=O)CC2C(=O)NCCN2C(=O)c2ccc(F)cc2)cc1 (stereo unspecified),-4.3%&-41.0%
Cc1ccccc1-c1nc(CS(=O)(=O)CC(=O)NCCCN2CCN(C)CC2)c(C)o1,4.2%
O=C(COc1ccccc1)N1CCc2c(n(Cc3cccnc3)n(-c3ccccc3)c2=O)C1,2.4%
# More structures follow:
SMILES,KDM5B inh
COCCNC(=O)C(c1ccc(F)cc1)N(CCOC)C(=O)CCC(=O)Nc1ccccn1 (stereo unspecified),-4.3%
COc1cccc([S+](=O)([O-])N2CCC23Cc2ccccc2NC3=O)c1 (stereo unspecified),15.1%
COc1ccc(Nc2cc(C)nc(Nc3ccc(NC(=O)CC(C)C)cc3)n2)cc1,-10.3%
CC(C)C(=O)N1CCC(N2CC3CC(C2)[C@H]2CCCC(=O)N2C3)CC1 (stereo partly specified),-19.8%
O=C(C1CCOCC1)N1CCc2c(n(Cc3ccccc3)n(-c3ccccc3)c2=O)C1,-14.0%[86.2 µM]
Cc1nc2cc(Cl)ccc2cc1C(=O)NCC(F)(F)F,21.5%
COc1ccc(-c2nc3ccccc3o2)cc1NC(=O)c1cccc(Cl)c1,-3.5%
Cc1c(-c2nnc(-c3ccc(OC(C)C)cc3)o2)oc2ccccc12,?
Cc1cc(C(=O)O)ccc1NS(=O)(=O)c1ccc(S(=O)(=O)N2CCCCC2)cc1,16.6%
Cc1ccc(CNc2ccc(-c3nc(C(C)C)no3)cc2[N+](=O)[O-])cc1,-13.5%
Cc1ccc(N2CCN(C(=O)c3nn(C)c4c3CS(=O)(=O)c3ccccc3-4)CC2C)cc1 (stereo unspecified),-0.5%
CCn1nnc2cc(C(=O)Nc3cc(C)ccc3C)ccc21,?
CCc1nc2c(c(-c3ccc(O)cc3)n1)CN(Cc1ccc(F)cc1)CC2,?
CCn1cc(C(=O)OCC(=O)Nc2ccc(C)c(Cl)c2)c(=O)c2ccc(C)nc21,-39.7%
COc1ccc(/C=N\NC(=O)c2ccc(-c3ccccc3)cc2)c(OC)c1OC,-130.7%

# Not all compounds are listed; rates above refer to the full screens.
